PfM18AAP inh = PfM18AAP enzyme inhibition | recombinant PfM18AAP, H-Glu-NHMec fluorogenic cleavage | inhibition, % at 7.35 µM | 290,000 compounds, 1.2% hits | AID 1822;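 active = inhibition above the campaign mean inhibition over all tested compounds plus 3 SD, cut at about 28% in these data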;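 note: 0% = plate median of test compound wells and 100% = 2 mM ZnCl2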
UBC9 SUMO inh = SUMOylation inhibition; P63279; HTRF SUMOylation assay, SAE1/SAE2 + UBC9, in vitro; inhibition, % at 35 µM; 290,000 compounds, 0.36% hits; in the data active = inhibition above about 50%, passing the limit was not always enough; note: strong numbers were not always called active
VIM-2 inh = inhibitors of Pseudomonas aeruginosa VIM-2 metallo-beta-lactamase; purified VIM-2, nitrocefin hydrolysis, epi-absorbance fluorescence; inhibition, % at 5.6 µM; 290,000 compounds, 0.89% hits;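 active = inhibition above the mean of all tested compounds plus 3 SD, cutoff set per screening run, cut at about 7.5% in these data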;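 note: red hydrolysis product quenches plate fluorescence so inhibitors raise well fluorescence; 0% = enzyme with DMSO and 100% = DMSO without enzyme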
IMP-1 inhibitor = blocks Pseudomonas aeruginosa IMP-1 metallo-beta-lactamase; inhibition, % at 5.6 µM; 290,000 compounds, 0.45% hits; purified IMP-1, nitrocefin hydrolysis, epi-absorbance fluorescence;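 active = inhibition above the mean plus 3 SD of all compounds in the same screening run, cut at about 4.5% in these data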;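 note: 0% = IMP-1 with DMSO and 100% = DMSO wells lacking enzyme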
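Test system: recombinant IMP-1 enzyme, purified / Medium: HEPES buffer pH 7.1 with ZnSO4 and Brij 35 / Doses: single dose, 5.6 µM / Times: 25 °C, 15 min preincubation, 25 min reaction / Detection: Epi-absorbance via hydrolysed-nitrocefin quenching of white-plate fluorescence, 480/530 nm, EDTA stop / Evaluation: percent inhibition from optical density relative to buffer-blank wells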
HCV NS3 hel inh = inhibitors of Hepatitis C virus NS3 helicase; NS3 helicase DNA unwinding, Cy5 molecular beacon fluorescence; 290,000 compounds, 0.56% hits; AID 1800; inhibition, % at 10.9 µM;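 active = inhibition above the mean of all tested compounds plus 3 SD, set per campaign, cut at about 35% in these data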;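 note: 0% = DMSO wells and 100% = thioflavine S control wells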
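Compound dosing – single dose, 10.9 µM nominal final, DMSO 0.8% final · System – NS3 helicase fragment of HCV · Buffer or medium – MOPS pH 6.5, MgCl2, DTT, Tween20, BSA · Signal – Cy5 beacon fluorescence read at start and 1 h · Also added – annealed dual-labelled DNA beacon duplex, ATP-started · Schedule – 1 h at 25 °C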
IDE cell activ = IDE (human) activation, cell-based | HEK cells, FAbeta-B cleavage, fluorescence polarization; 0% vehicle, 100% cell-free pure enzyme wells | activation, % at 5.96 µM | 340,000 compounds, 0.073% hits | AID 493087;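 active = activation above the mean of all tested compounds plus 3 SD, set per screening campaign, cut at about 17% in these data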
IDE inh = cellular human IDE inhibition; P14735; HEK cells, FAbetaB cleavage, fluorescence polarization; inhibition, % at 5.59 µM; 320,000 compounds, 0.41% hits; AID 434962;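 active = percent inhibition above the average of all tested compounds plus 3 SD, set per screening campaign, cut at about 16% in these data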;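 note: IDE supplied by intact live HEK cells; FP after avidin binding of uncleaved biotin substrate so inhibition keeps polarization high; 0% = DMSO wells and 100% = 60 µM reference IDE inhibitor Ii1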
FID counter = displaces DNA intercalator in HCV helicase counter-screen; inhibition, % at 7.9 µM; AID 1845; 290,000 compounds, 0.17% hits; DNA fluorescent intercalator displacement, fluorescence; in the data active = inhibition above about 37%;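 note: 0% = vehicle and 100% = reference compound; higher means more ethidium bromide displaced from hairpin DNA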
pCIP destab = p/CIP protein destabilization | Q05BA5 | F442A p/CIP-EGFP cells, EGFP fluorescence, 16 h | decrease of EGFP signal, % at 10 µM | 290,000 compounds, 0.01% hits | AID 1984;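 active = EGFP signal decrease of at least 30% at 10 µM or well 3 SD below plate mean, unless failing retest; inactive = the rest, including hits failing retest or dose response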; note: some compounds called inactive have numbers as strong as hits; many of its hits are not listed in these tables
Active calls of the source: *; . = no result given.

Below each compound – PfM18AAP inh	IMP-1 inhibitor	IDE inh	VIM-2 inh	pCIP destab	FID counter	IDE cell activ	UBC9 SUMO inh	HCV NS3 hel inh
- CCCn1c2ccccc2c2cnn(CC(=O)NCCCN3CCCCC3CC)c(=O)c21 (configuration not stated)
→ 3	-3.3	4	4.2	0	6	-5	6	-60
- O=C(CSc1nnc(NC(=O)C2CC2)s1)NCc1cccs1
→ -14	-1.4	5	0.6	-6	-1	0	10	-5
- Nc1ccc(O)cc1C(=O)OCC(=O)C12CC3CC(CC(C3)C1)C2
→ 27	1.7	0	1.2	-5	-15	2	24	21
- COC(=O)c1ccc(/C=N/NC(=O)CC(=O)NCC(C)C)cc1
→ -5	-1.5	1	-1.4	-21	-7	2	13	4
- O=C(CSc1nnc(C2CC2)n1-c1ccccc1)Nc1ccc(N2CCOCC2)cc1
→ 4	0.7	-5	0.1	-11	-32	-1	-16	2
- COc1ccc(CNC(=O)CN2CCN(c3ccc(F)cc3)CC2)cc1
→ 3	-4.5	-1	-0.8	6	-16	3	-15	10
- CC(=O)NS(=O)(=O)c1cccnc1Nc1cccc(Cl)c1C
→ 1	-0.5	3	-1.3	0	-4	1	7	-3
- COc1ccc2oc(-c3ccco3)cc(=O)c2c1
→ 4	-2.8	2	-2.8	-4	-6	-5	48	2
- Cc1cc(C)c2cc3c(ccn3C3OC[C@H](O)[C@H](O)[C@H]3O)cc2n1 (some centres not stated)
→ -2	-0.1	-4	2.1	2	12	1	38	0
- CCN1CCCC1CNC(=O)c1ccccc1Cl (configuration not stated)
→ -7	1.1	3	0.5	-39	3	5	22	-11
- COc1cccc(CNc2ccc3c(c2)CCC3)c1
→ 8	-2.3	2	-2.4	-8	2	3	11	-4
- c1nnc(NC2=NCCCCC2)s1
→ 1	-3.6	8	-3.6	4	2	5	11	1
- O=C(O)CCc1nn2c3ccccc3n(Cc3ccccc3)c2nc1=O
→ 3	-2.5	-2	-0.1	-12	-16	8	37	8
- CN(CCc1ccccc1)C1CCCN(S(=O)(=O)c2cccc(F)c2)C1 (configuration not stated)
→ -1	-1.4	1	-0.1	4	2	-3	11	-7
- COc1ccc(/C=C/C(=O)c2cc(Cl)cc(Cl)c2O)c(OC)c1
→ -1	-2.2	-3	-2.4	-10	-3	0	16	14
- COc1cc(C2NC(=O)NC(C)=C2C(=O)OC(C)(C)C)ccc1OCC(N)=O (configuration not stated)
→ 1	-1.9	5	0.8	-3	-17	1	9	8
- COc1ccc(N(CC(=O)Nc2ccc(F)c(F)c2)S(=O)(=O)c2c(C)[nH]c(=O)[nH]c2=O)cc1
→ -2	0.7	-1	-1.1	5	-11	6	.	6
- COc1ccc(C(=O)NNC(=O)c2cnccn2)cc1[N+](=O)[O-]
→ 29*	5.3*	-2	-4.3	-2	-1	2	0	-6
- O=S(=O)(Cc1ccccc1)N1CCCc2ccccc21
→ -1	-0.2	7	0.2	8	-8	-4	10	0
- COc1ccccc1N=Nc1[nH]c2ccc(C)cc2c1O
→ -6	-1.7	4	-0.8	1	2	-3	-5	-4
- O=C(NCCc1ccccc1)C1CC(=O)N(C2CCCC2)C1 (configuration not stated)
→ 5	-0.5	1	-3.4	-5	-5	3	-6	8
- CCC(=O)Nc1nc(N)n(-c2ccccc2)n1
→ 5	-2.4	-1	-8.2	-1	5	5	18	6
- O=C(O)CCC(=O)Nc1sc2c(c1C(=O)NC1CCCC1)CCCC2
→ 2	-1.8	0	-1.0	8	-36	0	8	7
- CC(C)(C)NC(=O)c1ccc2c(c1)C(=O)N(Cc1ccco1)C2=O
→ -18	-0.8	0	-1.6	6	-7	5	15	15
- O=C(/C=C/c1cccc([N+](=O)[O-])c1)n1cnc2ccccc21
→ 3	0.0	.	-0.8	-6	0	.	18	13
- O=C(C1CCN(Cc2ccc(Cl)cc2)CC1)N1CCN(Cc2ccc3c(c2)OCO3)CC1
→ 10	-1.0	6	-0.7	-4	12	1	14	-13
- CCOc1ccc(C2C(C#N)=C(N)Oc3cc(C)n(Cc4ccco4)c(=O)c32)cc1OC (configuration not stated)
→ -12	-2.2	-2	-1.6	-7	-17	0	21	1
- COc1ccc(/C=N/Nc2nc(NCc3ccco3)nc(Nc3ccc(OC)cc3)n2)cc1
→ 19	-4.8	5	-5.2	-6	-14	-4	3	-103
- O=C(CCc1nnc2n(Cc3ccc(Cl)cc3)c(=O)c3ccccc3n12)NCCCN1CCOCC1
→ -7	-0.1	0	2.1	-11	20	-2	16	-16
- Cn1nc(-c2ccc(Cl)cc2)c2cc(C(=O)NCCCN3CCOCC3)sc21
→ 7	-3.4	2	0.7	1	4	2	18	-43
- Cc1ccc2cc(CN(CC(C)C)C(=O)C3CCCO3)c(=O)[nH]c2c1 (configuration not stated)
→ -12	-3.7	10	-3.1	4	-19	1	-28	-2
- COc1ccc(N2CCN(C(=O)c3ccc4c(c3)NC(=O)C(CSCc3cccc(F)c3)N4)CC2)cc1 (configuration not stated)
→ 14	-3.5	4	-2.2	-15	-21	.	43	14
- CCOC(=O)N1CCC(=NNC(N)=O)CC1
→ 6	-3.8	3	-1.1	-14	2	6	16	-20
- COCCn1c(C)cc(C(=O)COC(=O)/C=C/c2cccc(OC)c2)c1C
→ 0	1.6	4	-1.6	-4	-21	-2	-7	-12
- CN(C)S(=O)(=O)c1ccc(C(=O)OCC(=O)c2ccc(OC(F)F)cc2OC(F)F)cc1
→ -9	-1.7	-4	-0.3	3	-12	1	-4	-16
- Cc1onc(-c2ccccc2)c1C(=O)N(Cc1ccco1)Cc1cccs1
→ -22	-1.7	.	-1.4	-8	-26	5	-6	14
- CN1CCN(C(=S)NC(=O)c2ccc(Br)cc2)CC1
→ -2	-3.6	0	-4.1	-7	3	.	24	0
- CSc1nnc(NC(=O)c2ccc(S(=O)(=O)N3CCOCC3)cc2)s1
→ 3	-2.5	0	-4.0	-6	-23	-5	15	2
- CCOC(=O)C1CCN(c2ncnc3c2cnn3C)CC1
→ -1	0.4	1	0.6	10	-7	5	-5	4
- Cc1nn(CC(=O)Nc2ccccc2)c(=O)c2ccccc12
→ -12	-0.5	1	0.9	9	0	2	-19	9

Quoted from the listing:
`CCOc1ccc(C2C(C#N)=C(N)Oc3cc(C)n(Cc4ccco4)c(=O)c32)cc1OC` (configuration not stated) | HCV NS3 hel inh: 1
`CCOC(=O)C1CCN(c2ncnc3c2cnn3C)CC1` | pCIP destab: 10

Additional structures follow:
Below each compound – PfM18AAP inh	IMP-1 inhibitor	IDE inh	VIM-2 inh	pCIP destab	FID counter	IDE cell activ	UBC9 SUMO inh	HCV NS3 hel inh
- COc1ccc(NC(=O)CN2CCN(CC(=O)Nc3ccc(OC)cc3)CC2)cc1
→ 10	-2.1	5	-2.5	-21	-7	3	8	-3
- CC(C)(C)c1cc(CCC(=O)NCCc2ccccn2)cc(C(C)(C)C)c1O
→ -6	-3.6	5	0.4	2	-38	3	2	10
- [O-][N+]12CC[N+]([O-])(CC1)c1ccccc12
→ -7	-0.5	-6	-1.7	0	-2	2	-19	-3
- CNC(=O)NC(=O)CSc1ccc(NC(C)=O)cc1
→ -5	-2.8	0	-0.2	-2	0	0	25	1
- Cc1cc(Cl)ccc1N(CC(=O)N=Nc1c(O)[nH]c2ccccc12)S(C)(=O)=O
→ 0	0.2	7	-2.8	-3	-16	-2	0	-6
- COc1ccccc1NC(=O)/C(=C/c1ccncc1)NC(=O)c1ccccc1
→ -3	-4.5	8	-1.4	-1	-7	3	6	3
- CCOc1ccc2[nH]c3c(N4CCc5ccccc5C4)ncnc3c2c1
→ -1	-3.5	28*	-2.7	4	9	.	-3	-14
- O=C(Nc1ccc(F)cc1F)c1cncc(Br)c1
→ -6	-1.1	-3	0.8	-2	-2	5	21	2
- CCC1=C(OC(=O)N(CC)CC)N2C(=O)OC(=NCC(=O)OC)[C@]2(C)[C@H]2C1=CC[C@H]1C(=O)N(CC)C(=O)[C@H]12
→ .	.	1	.	-16	.	0	18	.
- Clc1c(CSc2nc3ccccc3o2)nc2ccccn12
→ -10	-3.1	3	-3.7	-15	-24	1	-3	-8
- Cc1ccc(S(=O)(=O)/N=C(\CN2CCCCC2)N2CCOCC2)cc1
→ 3	-4.3	0	-3.1	-4	-14	1	15	-4
- CCOC(=O)c1oc2cc(C)cc(O)c2c(=O)c1-c1csc(C)n1
→ 0	-4.0	3	0.0	-2	-3	0	8	-2
- O=C(Nc1ccc(F)cc1)c1ccc2nsnc2c1
→ 1	-2.3	-4	-3.3	-8	-5	-1	16	-6
- O=C(COc1ccc(C(=S)N2CCOCC2)cc1)N1CCOCC1
→ -6	-3.5	4	-1.7	11	-5	0	7	-6
- O=c1c2ccccc2oc2ncccc12
→ -6	0.3	-5	0.7	-9	3	5	9	8
- CC(=O)Oc1ccc(C(=O)N2c3ccccc3NC(=O)C2C)cc1 (configuration not stated)
→ -1	-3.5	0	-1.2	3	-12	-2	14	-9
- CC(C)c1ccc(OCc2cccc(C(=O)N/N=C/c3cccnc3)c2)cc1
→ -2	-0.4	9	-4.8	-15	-15	2	-23	-7
- COc1ccccc1N1CCN(S(=O)(=O)c2ccc(-n3cnnn3)c(C)c2)CC1
→ -8	-2.6	0	-3.4	-9	-17	1	-11	-2

Arranged by length of the SMILES (lowest first): part of the list above
Below each compound – PfM18AAP inh	IMP-1 inhibitor	IDE inh	VIM-2 inh	pCIP destab	FID counter	IDE cell activ	UBC9 SUMO inh	HCV NS3 hel inh
- COc1ccc2oc(-c3ccco3)cc(=O)c2c1
→ 4	-2.8	2	-2.8	-4	-6	-5	48	2
- COc1ccc(CNC(=O)CN2CCN(c3ccc(F)cc3)CC2)cc1
→ 3	-4.5	-1	-0.8	6	-16	3	-15	10
- O=C(O)CCC(=O)Nc1sc2c(c1C(=O)NC1CCCC1)CCCC2
→ 2	-1.8	0	-1.0	8	-36	0	8	7
- COc1ccc(/C=C/C(=O)c2cc(Cl)cc(Cl)c2O)c(OC)c1
→ -1	-2.2	-3	-2.4	-10	-3	0	16	14
- Nc1ccc(O)cc1C(=O)OCC(=O)C12CC3CC(CC(C3)C1)C2
→ 27	1.7	0	1.2	-5	-15	2	24	21
- CC(C)(C)NC(=O)c1ccc2c(c1)C(=O)N(Cc1ccco1)C2=O
→ -18	-0.8	0	-1.6	6	-7	5	15	15
- CCCn1c2ccccc2c2cnn(CC(=O)NCCCN3CCCCC3CC)c(=O)c21 (configuration not stated)
→ 3	-3.3	4	4.2	0	6	-5	6	-60
- CN(C)S(=O)(=O)c1ccc(C(=O)OCC(=O)c2ccc(OC(F)F)cc2OC(F)F)cc1
→ -9	-1.7	-4	-0.3	3	-12	1	-4	-16
- COc1ccc(N(CC(=O)Nc2ccc(F)c(F)c2)S(=O)(=O)c2c(C)[nH]c(=O)[nH]c2=O)cc1
→ -2	0.7	-1	-1.1	5	-11	6	.	6

Screens (PubChem)
